Screens deposited in PubChem by several laboratories.
Wnt bcat act: Wnt/beta-catenin pathway activation; Wnt/beta-catenin reporter cell assay, activator, plate reader; activation, % at 9.35 µM; actives 1.2% (n = 300,000); AID 743398; in the data active = activation above about 30%, passing the limit was not always enough; inconclusive = no clear call, values can overlap the other calls;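 note: 0% = neutral control wells and 100% = positive control wells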
cardiac RTF act: cardiac RTF calcium sensitization | P19429+P45379 | IANBD-labeled TnC RTF fluorescence at EC20 calcium; 0% EC20 calcium, 100% full calcium | activation, % at 7.2 µM | actives 0.24% (n = 340,000) | AID 493008;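 active = activation above the mean over all tested compounds plus 3 SD, cut at about 30% in these data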;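 note: rise in fluorescence read as greater calcium sensitivity of cardiac thin filaments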
Rtt109 Vps75: blocks Candida albicans Rtt109/Vps75 acetyltransferase activity; Q5AAJ8; purified Rtt109/Vps75, ThioGlo CoA-SH fluorescence, 4 h; inhibition, % at 34.9 µM; actives 0.16% (n = 330,000);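 active = inhibition of at least 50% in every replicate; inconclusive = best replicate reaches 50% inhibition but some replicates fall short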
CAL PDZ FP-1: blocks peptide binding to human CAL PDZ domain; purified CAL PDZ, TMR-peptide fluorescence polarization, 1 h; inhibition, % at 20 µM; Q9HD26; actives 0.02% (n = 330,000); AID 504414;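 active = highest replicate inhibition of at least 40%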;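 note: plate controls were DMSO neutral control wells for no effect and unlabeled competitor peptide control wells for full effect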
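Control set: unlabelled peptide and DMSO controls / Material: purified CerCALP PDZ construct / Timing: 1 h incubation at room temperature before polarization reading / Doses: 20 µM, one dose / Detection: fluorescence polarization (mP)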
CDK5 p35 inh: CDK5/p35 (human) kinase inhibition; Recombinant CDK5/p35, ADP-Glo luminescence, 60 min; AID 488839; actives 0.01% (n = 330,000); inhibition, % at 10 µM;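 active = highest replicate inhibition of at least 50% and at least 75% of replicates reaching 50%; inconclusive = only one of the two criteria met; inactive = both criteria failed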;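 note: plate controls were DMSO neutral control for no effect and GW8510 at 10 µM for full effect; many of its hits are not listed in these tables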
Target sequence (Q00535 whole entry, looked up): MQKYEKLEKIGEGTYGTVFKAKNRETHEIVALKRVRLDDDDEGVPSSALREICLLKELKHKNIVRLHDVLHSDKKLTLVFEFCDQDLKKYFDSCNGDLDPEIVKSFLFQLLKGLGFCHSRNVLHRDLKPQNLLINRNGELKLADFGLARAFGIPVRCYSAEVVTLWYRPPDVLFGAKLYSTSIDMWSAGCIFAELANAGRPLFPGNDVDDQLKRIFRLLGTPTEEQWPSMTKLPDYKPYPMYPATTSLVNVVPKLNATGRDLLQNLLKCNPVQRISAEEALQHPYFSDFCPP
Target sequence (Q15078 whole entry, looked up): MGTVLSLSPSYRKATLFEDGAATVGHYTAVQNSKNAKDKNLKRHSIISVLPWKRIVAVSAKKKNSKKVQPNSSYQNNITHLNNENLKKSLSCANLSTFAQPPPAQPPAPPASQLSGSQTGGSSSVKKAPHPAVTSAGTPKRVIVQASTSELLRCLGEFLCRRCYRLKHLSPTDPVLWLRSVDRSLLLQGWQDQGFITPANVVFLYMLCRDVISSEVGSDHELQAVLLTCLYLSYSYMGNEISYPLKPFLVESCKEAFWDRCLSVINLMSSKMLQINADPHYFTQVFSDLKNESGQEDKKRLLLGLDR
Tat export inh: inhibitors of E. coli Tat protein transport; E. coli MC4100 TorA-mCherry Tat export, fluorescence; inhibition, % at 10 µM; actives 0.036% (n = 340,000); AID 488895;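 active = mean replicate inhibition at least 50% and at least half of replicates individually reaching 50%; inconclusive = only one of the two criteria met; inactive = neither criterion met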;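 note: exported cargo escapes ClpAP degradation while cytoplasmic cargo is degraded and loses fluorescence; 0% = median of neutral control wells and 100% = median of NaSCN control wells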
V-ATPase pHluor: yeast V-ATPase proton transport regulation by pHLuorin; S. cerevisiae, pHLuorin cytosolic pH fluorescence; response, % at 10 µM; actives 0.37% (n = 350,000); AID 504577; in the data active = response mostly above about 7.3%, no sharp cut-off; inactive = mostly below about 5.4%; note: actives read high; inactives centre near 0; some compounds called inactive have numbers as strong as hits
dFosB activator: activators of mouse delta FosB homodimer | P13346 | purified delta FosB, TAMRA-CDK5 oligo fluorescence polarization; percent of positive-control signal above neutral wells | activation, % at 25 µM | actives 0.99% (n = 340,000);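 active = mean activation above about 17%, with every replicate also reaching it, limit read from the data, passing the limit was not always enough; inconclusive = only one of the two conditions met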;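 note: fluorescence polarization rise as delta FosB binds a TAMRA Cdk5 AP-1 oligo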
Target sequence (P13346 whole entry, looked up): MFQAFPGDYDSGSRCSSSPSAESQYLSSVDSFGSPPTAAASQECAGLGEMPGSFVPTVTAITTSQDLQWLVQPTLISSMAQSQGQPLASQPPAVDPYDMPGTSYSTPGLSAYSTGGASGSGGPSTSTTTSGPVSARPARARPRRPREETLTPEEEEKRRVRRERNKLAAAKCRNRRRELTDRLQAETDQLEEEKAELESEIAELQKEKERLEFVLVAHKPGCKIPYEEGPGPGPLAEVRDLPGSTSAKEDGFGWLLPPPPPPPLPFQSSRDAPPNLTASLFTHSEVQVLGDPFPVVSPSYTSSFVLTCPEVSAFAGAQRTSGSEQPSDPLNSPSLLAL
MITF TRPM1 HTS: increases MITF-driven TRPM1 promoter luciferase signal. SK-MEL-5 TRPM1-promoter luciferase, 24 h; % of positive control, neutral wells = 0. activation, % at 12.5 µM. actives 0.75% (n = 300,000). AID 588334;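 active = mean activation of at least 80% with every replicate also reaching 80%; inconclusive = mean reaches 80% but some replicate falls short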;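 note: 0% = neutral control wells and 100% = parthenolide positive control wells; values of inactives mirror those of a sister screen read the other way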
CAL PDZ FP-2: inhibitors of human CAL PDZ peptide binding | Q9HD26 | purified CAL PDZ, TMR-peptide fluorescence polarization, 1 h | inhibition, % at 24.9 µM | actives 0.92% (n = 300,000) | AID 602252;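 active = mean inhibition of at least 30% with at least half of replicates also reaching 30%; inconclusive = no clear call, values can overlap the other calls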;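 note: 0% = DMSO neutral control and 100% = excess unlabeled competitor peptide PRC23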
* marks the source's active call; other numbers are inactive results; ? = inconclusive; . = no result given.

SMILES	Wnt bcat act	cardiac RTF act	Rtt109 Vps75	CAL PDZ FP-1	CDK5 p35 inh	Tat export inh	V-ATPase pHluor	dFosB activator	MITF TRPM1 HTS	CAL PDZ FP-2
Cc1cc(C(=O)CSc2nnc(-c3ccco3)o2)c(C)n1Cc1ccco1	-2	5	-3	-0.8	1.8	2	-3	5	23	5
COc1ccc2cc(C#N)c(Cl)nc2c1	0	.	-8	-0.6	3.1	-1	3	-1	4	-4
O=C(c1cc(C2CC2)nn1-c1ccccc1)N1CCN(Cc2c(F)cccc2Cl)CC1	2	-3	16	-0.6	-2.5	3	-3	-8	-13	-4
Cc1ccc(N(C)S(=O)(=O)c2ccc3c(c2)CC(C)N3C(=O)C2CC2)cc1 (configuration not stated)	1	-9	16	-3.1	.	0	2	-8	-8	-1
Cc1cc(C)nc(Nc2ccccc2Br)n1	.	0	-3	-3.1	-0.8	-5	-2	8	.	14
O=C(c1ccc(Br)cc1)N1CCN(c2ncccn2)CC1	0	3	-4	0.3	-0.2	2	1	2	8	-10
CC(=O)Nc1ccc(S(=O)(=O)Nc2ccc(F)c([N+](=O)[O-])c2)cc1	-1	0	-4	-0.4	0.7	-2	-3	1	-11	-4
CC(C)C(NS(=O)(=O)c1cccs1)C(=O)N(C)Cc1ccccc1 (configuration not stated)	.	6	-4	-1.7	12	-6	-1	-4	4	-3
CN(C)CCN(C(=O)/C=C/c1cccs1)c1nc2ccc(Br)cc2s1	0	-3	2	-2.6	0.4	-5	0	?	-4	-2
Cc1cc(Br)ccc1NC(=O)CNC(=O)CSc1ncccn1	0	3	1	-0.6	-2.2	-1	-2	4	-4	0
Cc1cc(C)nc(N2CCCC(C(=O)Nc3nc4ccc(S(C)(=O)=O)cc4s3)C2)n1 (configuration not stated)	.	6	7	-0.8	-2.9	-1	-2	-16	-13	-4
CC(=O)NS(=O)(=O)c1ccc(NC(=O)c2ccc(-n3nc(C)cc3C)cc2)cc1	-2	3	8	0.6	0.8	-8	0	8	4	-2
CCC(C)c1ccc(S(=O)(=O)N2CCN(CC(O)COCC3CCCO3)CC2)cc1 (configuration not stated)	0	2	.	-0.1	0.1	-3	-1	4	-6	-5
CCCCn1c(N)c(N(CC(C)C)C(=O)c2cc(-c3ccc(OC)cc3)nc3ccccc23)c(=O)[nH]c1=O	1	2	-5	-0.6	1.7	-2	2	-5	-13	0
COc1ccc(Cl)cc1NC(=O)CN(C)CC(=O)NCc1cccs1	-4	2	2	-1.2	-4.3	-8	-4	-11	.	-3
O=C(COc1ccccc1F)N1CCc2ccccc2C1	2	1	-4	-1.7	0.3	8	0	-5	25	-4
N=c1c2ccccc2nnn1-c1cccc(C(F)(F)F)c1	-6	7	-4	-1.1	3.0	-5	-1	-6	4	-4
CN(CC(O)COc1ccc2ccccc2c1)C1CCCCC1 (configuration not stated)	-2	-3	10	0.8	0.1	0	0	-4	.	0
CC(=O)NC(c1ccc([N+](=O)[O-])cc1)c1c(O)ccc2ccccc12 (configuration not stated)	3	-3	3	-1.7	-0.3	-4	-4	-6	0	-1
Cc1nc(NC(=O)/C=C/c2ccccc2)sc1C(=O)Nc1cccc(Cl)c1	-2	2	-3	0.4	2.0	-2	-2	13	-13	9

3 entries out of the list, arranged by molecular weight, smallest number first:
SMILES	Wnt bcat act	cardiac RTF act	Rtt109 Vps75	CAL PDZ FP-1	CDK5 p35 inh	Tat export inh	V-ATPase pHluor	dFosB activator	MITF TRPM1 HTS	CAL PDZ FP-2
CN(CC(O)COc1ccc2ccccc2c1)C1CCCCC1 (configuration not stated)	-2	-3	10	0.8	0.1	0	0	-4	.	0
CC(=O)NC(c1ccc([N+](=O)[O-])cc1)c1c(O)ccc2ccccc12 (configuration not stated)	3	-3	3	-1.7	-0.3	-4	-4	-6	0	-1
Cc1cc(C)nc(N2CCCC(C(=O)Nc3nc4ccc(S(C)(=O)=O)cc4s3)C2)n1 (configuration not stated)	.	6	7	-0.8	-2.9	-1	-2	-16	-13	-4

(more compounds)
SMILES	Wnt bcat act	cardiac RTF act	Rtt109 Vps75	CAL PDZ FP-1	CDK5 p35 inh	Tat export inh	V-ATPase pHluor	dFosB activator	MITF TRPM1 HTS	CAL PDZ FP-2
CC(=O)c1ccc(S(=O)(=O)NCCC(=O)OCC(=O)N2CCCC2=O)cc1	-2	-5	-4	-2.8	-6.0	2	3	10	7	1
COc1ccccc1S(=O)(=O)Nc1ccc(-c2nnc3n2CCCCC3)cc1	.	1	-4	-0.4	-1.6	-3	-1	-6	6	-1
COc1ccc(C(=O)Nc2ccccc2-c2nnn(CC(=O)N3CCOCC3)n2)cc1	-6	-3	11	-1.5	0.0	-8	0	-18	-5	-1
CS(=O)(=O)N1CCc2cc(C(=O)N3CCCC3)ccc21	-1	7	2	0.5	0.4	14	4	-2	-7	.
NC(=O)c1ncn([C@@H]2O[C@H](CO)[C@@H](O)[C@H]2O)n1	0	-3	3	0.0	-1.1	-4	3	-5	2	-2
Cc1cccc(NC(=O)CN(c2ccc(F)cc2)S(C)(=O)=O)c1	-1	0	28	-1.3	-0.7	?	12	-2	5	0
Cc1cccc(NS(=O)(=O)c2ccc(C)c(C(=O)NCc3cccnc3)c2)c1	-3	1	2	0.5	0.4	-5	-1	-6	-6	.
CC(=O)c1c(C)[nH]c(C(=O)OCC(=O)Nc2cc(C)on2)c1C	-7	1	11	-0.1	-1.5	10	-6	-7	.	-1
CC(C)(C)C(=O)Nc1ccccc1C(=O)OCC(=O)c1ccc2c(c1)OCCO2	.	-5	14	-0.8	0.9	6	-3	1	6	-2
O=C(Cn1c(-c2ccccn2)nc2ccccc21)NCCN1CCOCC1	.	5	1	.	-3.4	6	6	-3	7	0

Full records from above. Order of values: Wnt bcat act	cardiac RTF act	Rtt109 Vps75	CAL PDZ FP-1	CDK5 p35 inh	Tat export inh	V-ATPase pHluor	dFosB activator	MITF TRPM1 HTS	CAL PDZ FP-2
`COc1ccccc1S(=O)(=O)Nc1ccc(-c2nnc3n2CCCCC3)cc1` as listed: .	1	-4	-0.4	-1.6	-3	-1	-6	6	-1
`CS(=O)(=O)N1CCc2cc(C(=O)N3CCCC3)ccc21` as listed: -1	7	2	0.5	0.4	14	4	-2	-7	.
`Cc1cccc(NS(=O)(=O)c2ccc(C)c(C(=O)NCc3cccnc3)c2)c1` as listed: -3	1	2	0.5	0.4	-5	-1	-6	-6	.
`CC(=O)c1ccc(S(=O)(=O)NCCC(=O)OCC(=O)N2CCCC2=O)cc1` as listed: -2	-5	-4	-2.8	-6.0	2	3	10	7	1
`Cc1cccc(NC(=O)CN(c2ccc(F)cc2)S(C)(=O)=O)c1` as listed: -1	0	28	-1.3	-0.7	?	12	-2	5	0

More records:
SMILES	Wnt bcat act	cardiac RTF act	Rtt109 Vps75	CAL PDZ FP-1	CDK5 p35 inh	Tat export inh	V-ATPase pHluor	dFosB activator	MITF TRPM1 HTS	CAL PDZ FP-2
Cc1ccc(C)c(NC(=O)CN(C)C(C)C(=O)N2CCCC2)c1 (configuration not stated)	-3	0	-11	-0.7	2.4	5	0	5	-3	-3
COC(=O)N/N=C1\CCCc2ccccc21	-13	1	3	-0.1	-2.1	-4	-1	3	9	-1
OCC1(CO)COC(CCc2ccccc2)=N1	-1	2	2	-0.7	2.6	-5	-3	-4	-1	.
Cc1ccc(-c2csc(NC(=O)c3ccno3)n2)cc1	15	-1	3	-1.6	-0.5	3	1	-5	36	0
O=C(NCC1CCCO1)C1CC(=O)N(c2ccc(Cl)cc2)C1 (configuration not stated)	-4	-3	-7	-2.8	0.0	5	-5	-1	6	-2
Cc1ccc(C)c(CN2CCC(CNC(=O)Nc3ccc(Cl)cc3)CC2)c1	6	8	4	-1.6	1.2	-6	-2	-4	11	-8
Cc1cc([N+](=O)[O-])nn1CC(=O)Nc1nc2ccccc2s1	1	-2	-6	-1.2	0.0	-6	-6	2	-2	-3
CCOc1ccc2nc(-c3cc(NC(C)=O)ccc3O)sc2c1	13	-4	.	-1.8	1.0	2	-6	-5	39	-3
O=C(CCc1ccccc1)Nc1ccnn1C1CCN(Cc2ncc[nH]2)CC1	2	13	-22	-1.7	-0.4	-5	2	-4	3	-2
Cc1c(C(=O)Nc2nccs2)sc2nc(-c3cccs3)cc(C(F)(F)F)c12	.	2	4	-2.0	-0.2	5	-4	-22	-17	.
Cc1cc(NC(=O)C(C)SCC(=O)OCc2ccc([N+](=O)[O-])cc2)no1 (configuration not stated)	2	3	0	-1.3	2.4	-8	2	2	2	-2
O=C(NNC(=O)c1cccs1)c1ccc(Br)o1	.	3	0	-2.8	-0.3	-2	0	0	-1	-15
Clc1cccc(C2CCN(Cc3nc(CC4CC4)no3)C2)c1 (configuration not stated)	0	3	-3	-1.2	-0.3	4	2	-3	2	.
Oc1c(Cl)cc(Cl)cc1C=Nc1ccc(Br)cc1	.	-3	-4	0.7	-2.1	-5	-6	-6	-7	-3
COc1ccc(/C=C(\C#N)C(=O)N2CCOCC2)cc1Br	.	-5	16	-3.2	-3.1	2	-4	0	10	-1
CC(C)C(=O)Nc1nc2c(c(=O)[nH]1)CCCC2	-2	.	-2	-0.3	-0.8	-3	-1	6	2	18
CN1CCN(C(=O)C2CCN(c3ncc(C(F)(F)F)cc3Cl)CC2)CC1	-1	2	-4	0.2	0.4	1	4	3	-10	3
COc1cc(/C=N/O)cc(Br)c1OCc1cccc(Cl)c1	3	-6	9	-3.2	-0.3	10	2	8	10	-5
CCc1sc(N)nc1-c1ccccc1	0	-1	3	0.1	0.5	-11	1	3	8	-1
O=C(CCN1C(=O)c2ccccc2S1(=O)=O)Nc1ccc(F)cc1F	1	-5	-6	0.2	0.9	5	1	-8	-8	1
Cc1ccc(OCCOC(=O)c2cc(S(=O)(=O)N3CCCCC3)ccc2N2CCOCC2)cc1	-9	0	-3	1.2	-0.1	5	0	-9	.	1
O=C(Cn1ccc2ccccc2c1=O)NCCC(=O)Nc1ccc2c(c1)OCCO2	-10	-2	-4	-4.0	-0.3	-10	-1	-10	20	-1
CCn1cc([N+](=O)[O-])c(C(=O)N2N=C(c3cccc4ccccc34)CC2c2ccccc2O)n1 (configuration not stated)	-7	-10	2	-1.0	-0.1	13	7	-11	-26	-4
COc1cccc2c(SCC(=O)N/N=C/c3ccccc3)cc(C)nc12	.	6	6	-1.6	1.8	1	0	-11	-15	-2
Cc1ccc(CN2CCCN(Cc3c(F)cccc3Cl)S2(=O)=O)cc1	1	-3	4	-0.5	1.6	10	-5	-1	-1	-2
COc1cc(/C=C(\C#N)C(N)=O)ccc1OS(=O)(=O)c1ccc(C)cc1	-2	-1	-23	-1.2	.	-1	0	-14	-5	9
